# From PubChem
# DDE Tn7 FP inh – inhibitors of Tn7 peptide binding to fibrin DD(E), primary screen, biochemical, fluorescence polarization, human fibrin, Tn7 probe; inhibition, % at 8.3 µM; 370,000 compounds, 0.13% hits; FP displacement of FITC-Tn7 peptide from fibrin DD(E); 0% = median of compound wells per plate; Fibrinogen beta chain (Homo sapiens), P02675; AID 720508, 2013;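 active = inhibition above the mean of compounds falling within the control limits plus 3 SD of them, cut at about 14% in these data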;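 note: 0% = plate median of compound wells and 100% = 10 µM Aha-Tn7 peptide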
# Target sequence (P02675 whole entry, looked up): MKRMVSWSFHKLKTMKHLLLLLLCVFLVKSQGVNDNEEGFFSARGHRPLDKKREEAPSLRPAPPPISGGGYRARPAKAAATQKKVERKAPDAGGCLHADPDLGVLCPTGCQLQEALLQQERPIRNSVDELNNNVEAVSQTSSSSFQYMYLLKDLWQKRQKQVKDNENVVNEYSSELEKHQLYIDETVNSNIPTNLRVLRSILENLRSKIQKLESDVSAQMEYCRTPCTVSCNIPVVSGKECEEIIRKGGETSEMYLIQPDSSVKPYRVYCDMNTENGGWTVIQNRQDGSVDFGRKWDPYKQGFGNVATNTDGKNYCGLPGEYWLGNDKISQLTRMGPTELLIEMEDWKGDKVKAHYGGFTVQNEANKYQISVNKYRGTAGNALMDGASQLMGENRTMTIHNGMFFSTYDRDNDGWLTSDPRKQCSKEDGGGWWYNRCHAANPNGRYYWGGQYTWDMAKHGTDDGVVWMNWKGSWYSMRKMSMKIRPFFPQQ
#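 Measure: % inhibition scaled between sample-field median and high-control FP; Test system: human fibrin DD(E); Quantity: 2 µM final DD(E) protein; Doses: one dose, 8.3 µM nominal; Schedule: compound with protein 10 min, then 3 h after probe, room temperature; Detection: fluorescence polarization; Medium: Tris buffer with calcium and detergent, pH 7.8.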
# KLK7 zymogen act – proKLK7 zymogen activators, primary screen, biochemical, fluorescence intensity; Kallikrein-7 (Homo sapiens), P49862; purified proKLK7, EDANS-DABCYL substrate fluorescence; 100% is mature enzyme control, 0% vehicle; activation, % at 7 µM; 370,000 compounds, 0.9% hits; AID 652039, 2013;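 active = activation above the mean of all tested compounds plus 3 SD, computed per campaign excluding outliers beyond control limits, cut at about 13% in these data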
# PLCg1 inh – PLC-gamma1 enzyme inhibitors, primary screen, biochemical, fluorescence, purified enzyme | fluorogenic substrate | 1-phosphatidylinositol 4,5-bisphosphate phosphodiesterase gamma-1 (Homo sapiens), P19174 | AID 720700, 2013 | 370,000 compounds, 0.84% hits | inhibition, % at 12.2 µM; in the data active = inhibition above about 9.5%
# ARFGAP1 inh – inhibitors of rat ARFGAP1 GAP activity, primary screen, biochemical, fluorescence polarization, GDP tracer. ADP-ribosylation factor GTPase-activating protein 1 (Rattus norvegicus), Q62848. 360,000 compounds, 0.26% hits. inhibition, % at 16.5 µM. Arfgap1-stimulated ARF1 GTP hydrolysis, GDP FP detection;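 active = inhibition above a per-plate limit, mean inhibition of low control wells plus 3 SD, cut at about 25% in these data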;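 note: 0% = DMSO wells with enzyme and 100% = wells lacking Arfgap1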
# Target sequence (Q62848 1-136 limits assumed): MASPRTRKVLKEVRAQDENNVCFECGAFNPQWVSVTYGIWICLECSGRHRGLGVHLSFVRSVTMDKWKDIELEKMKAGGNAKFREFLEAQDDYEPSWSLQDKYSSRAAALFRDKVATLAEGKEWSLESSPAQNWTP
#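 Assay system: Rat Arfgap1 GAP domain (His6, aa 1-136), purified enzyme | Buffer or medium: HEPES 25 mM pH 7.5, NaCl 150 mM, MgCl2, DTT | Schedule: GTP hydrolysis reaction 2 h at 25 °C | Signal: FP of antibody-bound GDP Alexa 633 tracer, ex 620/em 688 nm | Measure: Percent inhibition of Arfgap1-stimulated GTP hydrolysis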
# Rev-erbA mod – modulators of Rev-erb alpha DNA binding, primary screen, biochemical, FITC-DNA, fluorescence polarization, uHTS; Nuclear receptor subfamily 1 group D member 1 (Homo sapiens), P20393; Rev-erbα–FITC-DNA binding, 90 min; activity, % at 10 µM; 370,000 compounds, 0.79% hits; AID 1259318, 2017;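 active = activity above about 14%, limit read from the data; passing the limit was not always enough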;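 note: 0% = DMSO wells with 35 nM protein and 100% = DMSO wells with 750 nM protein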
# ASAP1 GAP inh – inhibitors of human ASAP1 ArfGAP activity, primary screen, biochemical, fluorescence polarization; AID 624377, 2012; 360,000 compounds, 0.19% hits; ASAP1-stimulated ARF1 GTP hydrolysis, GDP FP detection; inhibition, % at 16.5 µM; Arf-GAP with SH3 domain, ANK repeat and PH domain-containing protein 1 (Homo sapiens), …; in the data active = inhibition above about 25%;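 note: 0% = vehicle with enzyme and substrate and 100% = no enzyme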
# Target sequence (Q9ULH1 325-724 limits assumed): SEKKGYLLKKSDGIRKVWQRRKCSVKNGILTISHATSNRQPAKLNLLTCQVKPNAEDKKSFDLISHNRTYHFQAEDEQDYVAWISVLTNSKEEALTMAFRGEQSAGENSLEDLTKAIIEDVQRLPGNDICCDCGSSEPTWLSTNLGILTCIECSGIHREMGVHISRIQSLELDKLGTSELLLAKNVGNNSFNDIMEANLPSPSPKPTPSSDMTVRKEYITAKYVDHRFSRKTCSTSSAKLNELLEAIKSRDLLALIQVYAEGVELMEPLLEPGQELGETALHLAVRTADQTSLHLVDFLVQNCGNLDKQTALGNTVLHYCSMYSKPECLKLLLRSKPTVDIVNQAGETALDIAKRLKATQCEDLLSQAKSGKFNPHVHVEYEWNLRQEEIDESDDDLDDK
# sPLA2-III inh – human group III sPLA2 inhibitors, primary screen, biochemical, QFRET, BODIPY PC-A2 liposome substrate; inhibition, % at 12.2 µM; QFRET BODIPY PC-A2 liposome hydrolysis, fluorescence; Group 3 secretory phospholipase A2 (Homo sapiens), Q9NZ20; 370,000 compounds, 0.56% hits;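 active = inhibition above mean plus 3 SD of compounds lying within the high and low control bounds, cut at about 19% in these data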;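 note: 0% = median of test compound wells and 100% = no enzyme DMSO wells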
# Tn6 DDE FP – inhibitors of Tn6 peptide binding to fibrin DD(E), primary screen, biochemical, fluorescence polarization, human fibrin, Tn6 probe; Fibrin DD(E) TRITC-Tn6 fluorescence polarization displacement; AID 720509, 2013; inhibition, % at 8.3 µM; Fibrinogen beta chain (Homo sapiens), P02675; 370,000 compounds, 0.21% hits;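 active = inhibition above a per-campaign cutoff: mean of compounds within control limits plus 3 SD, cut at about 15% in these data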;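 note: 0% = median of all compound wells on the plate and 100% = blocking peptide control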
# UHRF1 MBD2 ctr – UHRF1 methylated DNA binding inhibitors, primary screen, counter-screen for MBD2 inhibitor project, biochemical, TR-FRET, human UHRF1, single concentration | E3 ubiquitin-protein ligase UHRF1 (Homo sapiens), Q96T88 | UHRF1 binding to methylated oligo | inhibition, % at 4.4 µM | 370,000 compounds, 0.75% hits | AID 687016, 2013; in the data active = inhibition above about 21%;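 note: UHRF1 SRA domain binding a hemimethylated CpG hairpin DNA probe; 0% = median of test compound wells and 100% = reference inhibitor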
# PLC-beta3 inh – human PLC-beta3 inhibitors, primary screen, biochemical, fluorescence; 370,000 compounds, 0.18% hits; AID 720704, 2013; 1-phosphatidylinositol 4,5-bisphosphate phosphodiesterase beta-3 (Homo sapiens), Q01970; inhibition, % at 12.2 µM; Purified PLC-beta3, fluorogenic substrate; in the data active = inhibition above about 11%;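 note: 0% = median of compound wells on plate and 100% = full blocker control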
# Numbers without * were called inactive; x = no result given.
SMILES,DDE Tn7 FP inh,KLK7 zymogen act,PLCg1 inh,ARFGAP1 inh,Rev-erbA mod,ASAP1 GAP inh,sPLA2-III inh,Tn6 DDE FP,UHRF1 MBD2 ctr,PLC-beta3 inh
N=c1sccn1CC(=O)NCCc1ccc(Cl)cc1Cl,-5,-0.4,5,5,2,-11,1,-2,2,3
O=C(Nc1nc(-c2cccs2)cs1)c1cccc(S(=O)(=O)N2CCCCCC2)c1,-4,-7.2,-48,9,0,0,-14,-3,-2,-65
CC(C)=CC(=O)Nc1nnc(C)s1,-2,0.6,-1,-10,0,-12,1,4,-2,-3
O=C(CCC(=O)OCCOc1ccccc1)OCCOc1ccccc1,-5,0.1,0,4,2,-8,-6,-6,-1,1
O=C(O)CSCC(=O)NCc1cccc(C(F)(F)F)c1,6,-0.5,-1,3,1,-2,-3,-3,-1,0
S=c1[nH]nc(COc2ccccc2)n1-c1ccccc1,-1,-0.1,6,3,-3,15,13,-7,1,3
Cc1ccc(Cn2cc(S(=O)(=O)c3ccc(Cl)cc3)c(=O)c3cc(F)ccc32)cc1,9,0.1,0,15,0,-5,4,3,1,-5
Cc1cccc(NC(=O)CN2C(=O)NC3(CCCC3)C2=O)n1,0,-0.2,2,-3,0,-2,12,-1,2,-5
CNC(=S)N/N=C/c1ccc(OCC(=O)Nc2c(C)cc(C)cc2C)c(OC)c1,-1,0.5,6,5,5,4,14,5,1,3
CC1CCN(C(=O)c2cc(Cl)ccc2NC(=O)c2ccco2)CC1,-4,0.1,0,-9,6,2,2,0,-2,-9
CCOC(=O)COc1ccc2ccccc2c1/C=C/[N+](=O)[O-],-2,0.0,-3,-9,-6,-10,0,-3,-1,-4
N#Cc1ccccc1OCC(=O)Nc1ccc(S(=O)(=O)N2CCOCC2)cc1,-6,-0.2,2,-2,6,12,-4,2,2,6
COc1ccc(C(=O)NC(=S)NNC(=O)c2c(-c3ccccc3)noc2C)cc1,-6,0.2,0,21,-2,-3,20*,-1,-6,3
COc1ccc(CNCCc2ccccc2)cc1OCC(N)=O,-10,0.7,2,6,-3,3,-6,-9,2,1
CCc1ccc(OCC(=O)Nc2ccc3[nH]ncc3c2)cc1,2,-0.2,-4,9,6,1,-11,-5,-2,-11
O=c1[nH][nH]c2c1C(C1CCCCC1)OC(C1CCCCC1)C2 (centres undefined),-3,-0.8,1,7,6,8,2,3,-4,1
CCC(Sc1ncnc2sc(C)c(C)c12)C(=O)OC (centres undefined),2,-0.6,-3,4,-6,-6,2,3,-2,-5
COc1cccc(CN2C(=O)N(C(C)C)C(N(O)C(=O)NC(C)C)C2(C)C)c1OC (centres undefined),1,-0.2,14*,1,1,-3,9,-5,8,15*
COc1ccc(C2=NS(=O)(=O)N(C)C(C(=O)Nc3ccc(F)cc3F)=C2)cc1,-2,1.4,-25,12,7,7,-13,-3,-8,-36
COC(=O)[C@]12C[C@H](CC(=O)N3CCC(c4ccccc4)CC3)C(=O)N(Cc3ccc(Cl)cc3Cl)C1=C[C@H](COCc1ccccc1)O[C@@H]2C,-6,0.0,3,x,-2,x,4,-4,5,0
COc1ccc(CCNC(=S)NC2CCN(Cc3ccccc3)CC2)cc1OC,2,0.3,2,2,-5,-7,9,-2,-4,4
CC(C)CNC(=O)NC(=O)COC(=O)COc1ccc(Cl)cc1Cl,-2,0.3,0,-6,7,12,-3,-2,-1,-10
Cc1cccc(C)c1NS(=O)(=O)c1ccc2c(c1)NC(=O)CO2,-2,0.1,7,-7,1,-9,-4,3,3,2
CCOc1ccc(CCNC(=O)COC(=O)COc2ccc(C(=O)CC)cc2)cc1OCC,-1,-6.9,-2,12,-6,-2,7,-3,5,-5
CSc1nnc(C)c(=O)n1COC(=O)/C=C/c1ccc2c(c1)OCO2,-3,1.8,-52,-1,-2,8,1,-1,1,-90
Cc1cc2c(nc1C)CCCN2S(=O)(=O)c1c(C)noc1C,-1,0.2,-3,5,-9,-5,13,3,2,-8
CC(C)C(C)(C#N)NC(=O)CSc1ncnc2sc(-c3ccccc3)cc12 (centres undefined),4,-2.5,0,4,x,-5,-27,-3,-1,-1
O=C(O)c1ccccc1-n1ncc2c1/C(=C/c1ccc(Cl)cc1)CC2,-6,0.6,-19,-22,-9,8,1,-5,5,-30
Cc1cc(NC(=S)Nc2ccccc2)ccc1Br,2,-0.3,1,5,0,0,12,3,-1,0
CCOc1nc2cnccc2n(CC(=O)Nc2cccc(C)c2C)c1=O,0,-0.1,6,4,-6,8,13,5,2,0
Cc1cccc(N(CC(O)CN(C)C)S(=O)(=O)c2ccccc2)c1 (centres undefined),-5,0.2,5,9,-5,-6,-5,-3,2,1
CCn1ccnc1CN(C)C(=O)C1CCC(=O)N(Cc2cccc(C(F)(F)F)c2)C1 (centres undefined),-7,-0.1,0,6,0,6,2,-2,4,-8
CN(C)S(=O)(=O)c1ccc(S(=O)(=O)N(CC(=O)Nc2ccccc2)Cc2ccco2)cc1,6,0.6,0,-7,-3,-12,-4,9,0,3
CCCCN(C(=O)c1ccc(-c2ccc(Cl)cc2)o1)c1c(N)n(CCC)c(=O)[nH]c1=O,2,-0.4,-20,-1,8,9,-8,-3,2,-30
CN(Cc1ccccc1)CC(O)COc1ccc(CNCCc2ccncc2)cc1 (centres undefined),4,0.1,1,6,-1,4,5,-12,18,-4
O=S(=O)(Nc1cc(Cl)ccc1-n1cncn1)c1cc(Br)ccc1Br,-2,0.5,-2,-5,2,7,-31,3,-3,-9

# 3 compounds from above, showing only UHRF1 MBD2 ctr and PLCg1 inh:
Molecule	UHRF1 MBD2 ctr	PLCg1 inh
CN(Cc1ccccc1)CC(O)COc1ccc(CNCCc2ccncc2)cc1 (centres undefined)	18	1
CC(C)C(C)(C#N)NC(=O)CSc1ncnc2sc(-c3ccccc3)cc12 (centres undefined)	-1	0
CN(C)S(=O)(=O)c1ccc(S(=O)(=O)N(CC(=O)Nc2ccccc2)Cc2ccco2)cc1	0	0

# More compounds.
SMILES,DDE Tn7 FP inh,KLK7 zymogen act,PLCg1 inh,ARFGAP1 inh,Rev-erbA mod,ASAP1 GAP inh,sPLA2-III inh,Tn6 DDE FP,UHRF1 MBD2 ctr,PLC-beta3 inh
O=C(Cc1ccsc1)OCC(=O)c1ccccc1,8,0.7,1,-10,-3,-6,-2,-6,0,3
O=C(Nc1ccccc1Cl)c1ccc(S(=O)(=O)NCC2CCCO2)cc1 (centres undefined),1,0.1,-2,1,0,4,-4,9,-1,-5
C=CCNC(=S)NNC(=O)c1ccc(OCC)cc1,2,2.1,0,15,3,-6,9,-1,0,0
CCc1ccc2nc3nc(C)cc(C)c3c(N)c2c1,2,32*,-500,5,-3,0,9,-6,22*,-460
COc1cc(C=O)ccc1OCCOCCOc1cc(C)ccc1Cl,1,0.5,8,4,10,-13,-1,3,4,3
COC(=O)[C@]1(C#N)CC(=O)N(CC(C)C)[C@@H]1c1ccccc1,1,-1.0,-1,x,-3,x,8,3,0,-3
CC(C)(C)OC(=O)N[C@H](Cc1ccccc1)C(=O)N1CCC(C(=O)O)CC1,4,0.1,3,0,-5,-16,10,-3,1,3
COc1cc(CC(=O)OCC(=O)NCCc2ccc(S(N)(=O)=O)cc2)cc(OC)c1OC,-1,0.2,0,0,-2,-6,3,-2,2,-7
CN(CC(=O)Nc1cccc(F)c1)C(=O)C1(c2ccccc2)CC1,8,-0.2,0,2,6,3,6,0,2,-5
CCOC(=O)c1sc(NC(=O)CSc2nccn2C)nc1C,6,0.1,-3,9,-4,5,0,-1,0,-4
Cc1cccc(Nc2c3c(nc4ncnn24)CCC3)c1,1,0.3,-4,1,-2,1,-3,1,-1,-1
CCCOc1ccc(CN(CCO)CCO)cc1C(=O)OC,2,-0.2,-4,-2,0,-3,-2,-3,-6,0
N#CC1=C(N)n2c(s/c(=C\c3cccs3)c2=O)=C(C#N)C1c1cccs1 (centres undefined),-4,-0.9,-98,4,-17,9,-18,-1,9,-100
COC(=O)c1ccc(NC(C)C(=O)OC)c([N+](=O)[O-])c1 (centres undefined),-1,0.7,4,10,1,-1,-1,7,0,3
C=CCC(=O)NC1CC(C)(C)Cc2c1cnn2-c1ccc(C)cc1 (centres undefined),5,-0.3,0,0,-1,-7,-2,-4,-1,-1
Cn1c(C(=O)N2CCC(C(=O)N3CCN(Cc4ccc5c(c4)OCO5)CC3)CC2)cc2sccc21,-6,0.4,0,-6,-5,7,-7,3,-1,1
CCc1ccccc1S(=O)(=O)Cc1ccc(C(=O)NCc2cccs2)o1,5,-0.1,-2,3,0,-8,-4,1,1,1
C=CCc1cc(OC)ccc1OCCOCCN1CCc2ccccc2C1,-6,0.6,5,6,0,-10,-5,1,2,4
CCC[C@H]1[C@@H](NC(=O)C#Cc2ccccc2)CC[C@@]23CCCN2C(=O)CCC[C@@H]13,3,x,1,x,0,x,-4,-5,-1,3
COC(=O)C(NC(=O)c1ccccc1C(=O)O)c1ccc2ccccc2c1 (centres undefined),12,-0.6,1,16,2,8,9,0,0,-8
CC1(C)C2CCC1(C)C(OC(=O)C[n+]1ccccc1)C2 (centres undefined),4,0.7,1,4,3,-2,-29,-2,0,-6
COc1ccc(C2C(C(=O)N3CCN(C)CC3)c3ccccc3C(=O)N2C2CCCCC2)cc1 (centres undefined),4,-0.7,2,-2,-5,2,0,-5,15,0
COCCOc1ccc(C(F)(F)F)cc1Nc1nc2ccccc2o1,-3,-1.0,-14,3,-3,19,0,-13,2,-24
COc1cc(NC(=O)COC(=O)CNC(=O)c2ccc(C)s2)cc(OC)c1,5,-0.8,5,5,2,-1,-4,-7,4,-5
